# 14-3-3 PPI – alters human 14-3-3 gamma binding to Raf peptide. FP, 14-3-3gamma / TMR-pS259-Raf peptide binding. inhibition, % at 40 µM. hit rate 0.19% among 160,000; in the data active = inhibition above about 30%;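 also: 0% = protein plus tracer without compound and 100% = blank with tracer alone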
# Target sequence (P61981 whole entry, looked up): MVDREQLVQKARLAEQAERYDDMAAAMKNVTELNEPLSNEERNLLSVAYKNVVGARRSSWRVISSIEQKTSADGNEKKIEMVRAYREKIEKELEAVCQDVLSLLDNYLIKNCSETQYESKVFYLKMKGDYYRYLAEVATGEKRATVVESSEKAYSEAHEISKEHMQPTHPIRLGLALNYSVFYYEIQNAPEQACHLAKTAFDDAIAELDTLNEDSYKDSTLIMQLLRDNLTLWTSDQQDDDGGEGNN
# * hit, by the source's call; & = joins results of further samples. Not all compounds are listed; rates above refer to the full screens.
SMILES,14-3-3 PPI
Cc1cccc(OCC(O)Cn2cnc3cc(C)c(C)cc32)c1 (configuration not stated),-2.2
COc1ccc2oc(=O)c(-c3csc(N)n3)cc2c1,-10.8
CC(C)(C)c1ccc(C(=O)Oc2cc(N)n(S(=O)(=O)c3ccccc3)n2)cc1,-3.3
OC(COc1ccc2ccccc2c1)Cn1ccnc1 (configuration not stated),-6.9&-1.7
CCOc1ccc2nc(COC(=O)c3ccco3)c(C(C)=O)[n+]([O-])c2c1,-1.6
Oc1cnn(-c2ccccc2)c1,-12.7
COc1ccc(Br)cc1C1SCCN1S(=O)(=O)c1ccc(Cl)cc1 (configuration not stated),-7.0
O=C(CSc1nnc(-c2ccccc2Br)o1)N1CCN(C(=O)c2ccco2)CC1,0.6
CC(=O)N1c2c(cc(Br)cc2S(=O)(=O)CCC(=O)Nc2ccc(C)c(C)c2)CC1C (configuration not stated),-1.4
Cc1cccc(NS(=O)(=O)c2ccc3nc(-c4ccccc4)[nH]c3c2)c1C,6.0
Cc1nc(SCn2nnc3ccccc3c2=O)c2c(C)c(C)sc2n1,-4.0
C=CCn1c(-c2ccc([N+](=O)[O-])cc2)nc(=S)c2c1CCCC2,-0.8
COc1ccc(CCNC(=O)Cc2ccc(-n3c(=S)[nH]c4ccccc4c3=O)cc2)cc1OC,-8.3
O=C(NCCC1=CCCCC1)c1ccc(CSCc2cccc(Cl)c2)o1,-1.3
CCCn1c(COc2ccc(C(C)(C)C)cc2)nc2ccccc21,-6.2
CCN(C(=O)CCc1nc(-c2ccc(C)cc2)no1)c1cc(Cl)ccc1OC,9.3
COc1cccc(C2=CC(c3cccc(F)c3)n3c(nc4ccccc43)N2)c1 (configuration not stated),-7.3
CC(C)(C)C1CCc2c(sc(NC(=O)CN3CCCC3)c2C#N)C1 (configuration not stated),-3.9
O=C1CC(N(O)C2CC(=O)N(Cc3ccccc3)C2=O)C(=O)N1Cc1ccccc1 (configuration not stated),-10.3
Cc1nc(SCC(=O)N2CCCC2)c2c(=O)n(C)c(=O)n(C)c2n1,-1.1
COCCCNC(=O)c1cc(-c2cccnc2)nc2ccccc12,-3.5
O=C(CSc1nc2ccsc2c(=O)n1-c1ccccc1)NC1CCCCC1,3.8
CSc1cccc(NS(=O)(=O)c2cc(Br)cc3c2N(C(=O)C2CC2)CC3)c1,-2.8
COc1ccc(-c2nc3ccccc3c(=O)o2)cc1[N+](=O)[O-],-2.2
CC1(C)c2ccccc2N2CC(=O)NC21/C=C/c1ccco1 (configuration not stated),-64.0
O=C(c1ccccc1C(=O)N1CCN(c2ccccc2)CC1)N1CCN(c2ccccc2)CC1,3.8
CC(=O)NC(=O)CSc1nc2ccccc2s1,-6.5
COc1ccc(-c2nnc(SCC(=O)NC(C)c3ccccc3)o2)cc1OC (configuration not stated),3.6
O=C1CS(=O)(=O)C(c2cccc([N+](=O)[O-])c2)N1c1ccc(Cl)cc1 (configuration not stated),-3.1
COc1ccc(NC(=O)CN2C(=S)NC(C)(C)CC2C)cc1 (configuration not stated),-10.0
Cn1c(SCC2CCCO2)nnc1-c1ccncc1 (configuration not stated),1.5
O=C(N1CCOCCOc2ccccc2OCCOCC1)C(F)(F)F,4.5
COc1cc2c(cc1OC)C(COc1ccc3c(C)cc(=O)oc3c1)N(C(=O)c1ccc(C)c([N+](=O)[O-])c1)CC2 (configuration not stated),-8.2
Cc1ccc(S(=O)(=O)c2cc3c(=O)n4ccccc4nc3n(Cc3ccco3)c2=N)cc1C,-17.5
CC(=O)c1cccc(NS(=O)(=O)c2ccc3c(c2)oc(=O)n3C)c1,-10.0
Cc1sc2nc3c(C(=O)N4CCN(c5ccc(F)cc5)CC4)cccn3c(=O)c2c1C,0.4
Cc1onc(-c2ccccc2Cl)c1C(=O)Nc1ccc(S(=O)(=O)N2CCCC2)cc1,1.2
COc1ccc(NC(=O)Cn2c(=O)n(-c3ccccc3)c(=O)c3c(C)c(C)sc32)cc1,-4.3
CC(=O)CN1Cc2ccccc2/C1=N\C(=O)Nc1ccccc1,-2.2
CCc1nnc(NC(=O)CSc2nc3c(c(=O)n2CC)SC(C)C3)s1 (configuration not stated),-8.4

# Structures from the list above that have a furan ring, fused or not:
SMILES,14-3-3 PPI
CCOc1ccc2nc(COC(=O)c3ccco3)c(C(C)=O)[n+]([O-])c2c1,-1.6
O=C(CSc1nnc(-c2ccccc2Br)o1)N1CCN(C(=O)c2ccco2)CC1,0.6
O=C(NCCC1=CCCCC1)c1ccc(CSCc2cccc(Cl)c2)o1,-1.3
CC1(C)c2ccccc2N2CC(=O)NC21/C=C/c1ccco1 (configuration not stated),-64.0
Cc1ccc(S(=O)(=O)c2cc3c(=O)n4ccccc4nc3n(Cc3ccco3)c2=N)cc1C,-17.5

# New compounds follow
SMILES,14-3-3 PPI
CCCCC[C@H](CC(=O)NO)C(=O)N[C@H](C(=O)N1CCC[C@H]1CO)C(C)C,-6.8
CCCn1c(SCC(=O)Nc2c(C)cccc2CC)nnc1C(C)C,0.1
O=[N+]([O-])c1ccc(O)c(C2N(Cc3ccccc3)CCCN2Cc2ccccc2)c1,3.5
COc1ccc(C2Nc3ccccc3C(=O)N2c2ccccn2)cc1 (configuration not stated),-3.1
COC(=O)c1ccc(C2/C(=C(/O)c3ccc(OC)cc3)C(=O)C(=O)N2Cc2ccco2)cc1 (configuration not stated),-7.2
Cc1ccc(S(=O)(=O)N(CC(=O)Nc2c(C)n(C)n(-c3ccccc3)c2=O)c2ccc(C)c(Cl)c2)cc1,-3.2
CC(C)Cc1nc(NCCN2CCOCC2)c(C#N)c2c1COC(C)(C)C2,-4.5
CCN(CC)C(=O)CSC1=C(C#N)C(c2ccco2)C(C(=O)OCCOC)=C(C)N1 (configuration not stated),-5.4
COc1ccc(OC)c(NC(=O)C2c3ccccc3C(=O)N3CCc4cc(OC)c(OC)cc4C23)c1 (configuration not stated),3.1
Cc1ccc(-c2nc3cc(NC(=O)c4ccc5c(c4)OCCO5)ccc3o2)cc1,-6.5

# Two compounds drawn at random from the list so far, as already listed:
SMILES,14-3-3 PPI
CCN(CC)C(=O)CSC1=C(C#N)C(c2ccco2)C(C(=O)OCCOC)=C(C)N1 (configuration not stated),-5.4
COc1ccc(OC)c(NC(=O)C2c3ccccc3C(=O)N3CCc4cc(OC)c(OC)cc4C23)c1 (configuration not stated),3.1

# (next part)
SMILES,14-3-3 PPI
CCOC(=O)CCCn1nc(C)n2c(cc3sccc32)c1=O,-2.2
CCN(C(=O)Cn1c(=O)n(Cc2ccc3c(c2)OCO3)c(=O)c2ccccc21)c1cccc(C)c1,-0.8
Cc1ccc(S(=O)(=O)NC(Cc2ccccc2)C(=O)O)cc1 (configuration not stated),-2.2
O=C(NCCCO)C(=O)NCc1cccnc1,7.8
O=c1c2ccccc2nc(SCc2cccc(Br)c2)n1Cc1ccc2c(c1)OCO2,-11.2
COc1ccc(NC(=O)C2CCCN(S(=O)(=O)c3cccnc3)C2)cc1 (configuration not stated),-7.0
CC1CC(C)CN(Cc2nc(N)nc(Nc3ccc4ccccc4c3)n2)C1 (configuration not stated),-7.6
COc1ccc(CCNS(=O)(=O)c2ccc(F)cc2)cc1OC,-4.0
COC(=O)c1[nH]c2c(c1C)C(=O)CC(c1ccc(C)cc1)C2 (configuration not stated),2.7&-1.4
O=C(O)COc1c(F)c(F)c(C(F)(F)F)c(F)c1F,1.1
CCOc1ccc(C2CC(=O)n3nc(C45CC6CC(CC(C6)C4)C5)nc3S2)cc1OC (configuration not stated),-12.6
COc1cc(NCCCC(C)N)c2ncccc2c1 (configuration not stated),69.8*
CCOC(=O)CSc1nc2c(c(=O)[nH]1)C(CC)(C1CCCCC1)Cc1ccccc1-2 (configuration not stated),-8.3
O=C1CCCc2c1cc(C(=O)Nc1ccc(Br)cn1)c(=O)n2-c1ccccc1,4.3
CCOC(=O)COc1ccccc1C1Nc2ccccc2-c2nnc(SCC)nc2O1 (configuration not stated),-23.3
COC(=O)C1C(=O)c2c([nH]c(C(=O)OC3CCCCC3)c2C)CC1C (configuration not stated),1.6
CC1=C(C(=O)OC2CCCCC2)C(c2cc3c(cc2Cl)OCO3)C2=C(CCCC2=O)N1 (configuration not stated),-3.9
COc1ccc2cc(C(=O)Nc3ccccc3)c(=Nc3ccc(C(F)(F)F)cc3)oc2c1,-13.4
CN(C)CCCO[C@@H]1[C@H]2OC(C)(C)O[C@H]2O[C@@H]1C(O)CO (some centres not stated),-9.0
Cc1ccc(S(=O)(=O)c2c(C)nn(C(C)(C)C)c2OC(=O)c2ccc(Cl)c([N+](=O)[O-])c2)cc1,-0.9
COc1ccc(CCN(C)C(=O)C2CCCN(Cc3ccccc3)C2)cc1OC (configuration not stated),-3.7
CN1CC[n+]2cnc3ccccc3c21,-3.4
COC(=O)Cn1c(CN2CCOCC2)nc2c1c(=O)[nH]c(=O)n2C,2.7
COc1ccc(S(=O)(=O)N2CCN(c3cc(-c4ccccc4)nc4ncnn34)CC2)cc1,-2.1
Cc1ccc(N2CCSC2C(N)=O)cc1 (configuration not stated),1.2
CC(=O)Nc1ccc(N2C(=O)CSC2c2ccccc2C(F)(F)F)cc1 (configuration not stated),-4.1
CC(=O)c1ccc(OCC(C)C)c(CC(C(N)=O)C(N)=O)c1,-15.2&2.0
COc1ccc(C(=O)Nc2cc(Cl)ccc2Cl)c(OC)n1,25.1
COc1cc2[nH]c(=S)nc(NCc3ccco3)c2cc1OC,-27.4
COC(=O)c1cc(C(=O)Nc2cc(C)ccn2)cc([N+](=O)[O-])c1,-1.6
COCCn1c(=S)[nH]c2c(sc3ccccc32)c1=O,-4.0
COc1cccc(-c2cc(C(=O)N3CCc4ccccc4C3)no2)c1,-9.0&-10.6
CC(=O)NC(Cc1ccc(F)cc1)C(=O)O (configuration not stated),-4.7&-1.6
COc1ccc(Cn2nnc3c(=O)[nH]c(C4CCCN(C(=O)c5ccccc5)C4)nc32)cc1 (configuration not stated),-5.0
COc1cc(-c2nc3n(n2)C(c2ccc(F)cc2)C2=C(CCCC2=O)N3)cc(OC)c1OC (configuration not stated),-12.8
COc1ccccc1NC(c1cccnc1)c1ccc2cccnc2c1O (configuration not stated),-8.1
Cc1c(C(=O)Nc2cc(Oc3ccccc3)cc([N+](=O)[O-])c2)sc2ncn(Cc3ccccc3Cl)c(=O)c12,-1.4
O=C(Nc1ccc2nn(-c3ccccc3)nc2c1)c1cc2ccccc2o1,-12.5
Nc1cc(=O)[nH]c(SCC(=O)Nc2ccc(Br)cc2)n1,4.0&-14.2
Cc1ccc(C)c(N2CCN(Cc3nnnn3C3CCCCC3)CC2)c1,2.0

# Exported with bars between the fields: 4 of the compounds above
Compound | 14-3-3 PPI
CC(=O)NC(Cc1ccc(F)cc1)C(=O)O (configuration not stated) | -4.7&-1.6
O=C(Nc1ccc2nn(-c3ccccc3)nc2c1)c1cc2ccccc2o1 | -12.5
COc1cc(-c2nc3n(n2)C(c2ccc(F)cc2)C2=C(CCCC2=O)N3)cc(OC)c1OC (configuration not stated) | -12.8
Cc1ccc(C)c(N2CCN(Cc3nnnn3C3CCCCC3)CC2)c1 | 2.0

# Next part
SMILES,14-3-3 PPI
CCc1ccc(NC(=O)c2cc(-c3ccc(OC)cc3)on2)cc1,0.1&-2.7
CCOC(=O)C1C(=O)CC(C)(O)C(C(=O)OCC)C1c1ccc2c(c1)OCO2 (configuration not stated),-3.7
Cc1ccc(CNC(=O)CCCNC(=O)c2ccc(Cl)cc2)n1C,-0.5
CCOC(=O)c1sc2nc(CC(=O)OC)nc(N3CCN(c4ccc([N+](=O)[O-])cc4)CC3)c2c1C,-3.3
OC(CN1CCCCC1)Cn1c(C(F)(F)F)nc2ccccc21 (configuration not stated),-6.3
CC1CCc2c(sc3ncnc(N4CCN(CCO)CC4)c23)C1 (configuration not stated),-11.2
O=C(COC(=O)c1n[nH]c2ccccc12)Nc1ccc(S(=O)(=O)N2CCCC2)cc1,-12.1
CCc1ccccc1NC(=O)c1cccc(N2C(=O)C3CC=C(C)CC3C2=O)c1 (configuration not stated),-1.0
COC(=O)Cn1c(CCS(=O)(=O)c2ccc(C)c(C)c2)nc2ccccc21,-0.3
CCCCN(Cc1ccccc1)C(=O)CCN1C(=O)C2C3C=CC(C3)C2C1=O (configuration not stated),3.0
COc1ccc(Cl)cc1NC(=O)c1oc2ccc(S(=O)(=O)N3CC(C)CC(C)C3)cc2c1C (configuration not stated),-7.8
O=C(O)c1ccc(N2C(=O)c3cc4ccccc4c(-c4ccccc4)c3C2=O)cc1,1.8
Cc1cc(C)nc(SCC(=O)Nc2ccc(S(=O)(=O)Nc3onc(C)c3C)cc2)n1,6.3
Cc1cccn2c(=O)c3cc(C(=O)NCc4cccnc4)c(=N)n(C(C)C)c3nc12,-6.0
O=C(C1COc2ccccc2O1)N1CCN(c2ccc(F)cc2)CC1 (configuration not stated),-0.2
FC(F)(F)c1c2c(nc3c(-c4ccc(Cl)cc4)cnn13)CCC2,-35.2
O=C(NCCc1ccccc1)c1cc(-c2ccccn2)nc2ccccc12,-2.9
CC1=CCC2CC1NC(=O)CCOCCC(=O)NC2(C)C (configuration not stated),2.1
Cc1ccc(CNc2ncnc3c2cnn3-c2cccc(C)c2)cc1,-7.5
CC1(C)Cc2c(sc3ncn4nc(COc5ccccc5)nc4c23)C(C)(C)N1,-1.6
O=C1c2ccccc2C(Nc2ccc(Cl)cn2)N1c1ccccn1 (configuration not stated),3.8
COc1ccc(N2CCN(Cc3nc4c(c(=O)n(C)c(=O)n4C)n3Cc3ccccc3C)CC2)cc1,0.9
CCc1ccc(NC(=O)C2CC(=O)N=C(N)S2)cc1 (configuration not stated),-8.1&2.8
N#CC1=C(N)C(C#N)(C#N)[C@H](c2ccncc2)[C@H]2CC3(CC=C12)OCCO3,-4.2
O=c1c2sc3ccccc3c2[nH]c(=S)n1Cc1ccco1,-39.8
CCc1sc(-c2cc3cc([N+](=O)[O-])ccc3oc2=O)nc1-c1ccc(Cl)cc1,-103.1
CCc1cccc(C)c1NC(=O)C1CCN(S(=O)(=O)c2cc(Br)cc3c2N(C(C)=O)CC3)CC1,-8.9
COCCN1Cc2cccc(C(=O)Nc3ccc(C)c(C)c3)c2C1=O,-8.9
COc1ccc(NC(=O)CN2CCN(CC(=O)Nc3cc(OC)cc(OC)c3)CC2)cc1,-3.6
CCN(CCCNC(=O)c1c(C)cc(=O)oc1C)c1ccccc1,-3.8
CCCCOc1ccc(NS(=O)(=O)c2ccc(C(C)(C)C)cc2)cc1,10.7
